ANO1 block – inhibitors of mouse TMEM16A calcium-activated chloride channel | Q8BHY3 | HEK293 TMEM16A/YFP iodide influx fluorescence, ionomycin | normalized B-score (activity score, 25-100; higher = stronger inhibition) at 10 µM | 310,000 tested, 1.2% active;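 active = ratio plate-corrected score three or more library SD toward inhibition, starting fluorescence score within five deviations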;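 also: score derived from kinetic fluorescence span divided by baseline fluorescence per well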
TRPC4 block – TRPC4 (mouse) channel inhibition; Q9QUQ5; HEK293 TRPC4beta/mu-opioid, DAMGO-evoked Fluo4 calcium flux; hits give low values; B-score at 10 µM; 300,000 tested, 0.39% active;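 active = B-score over 3 SD under the library average, no early fluorescence shift, positive overall ratio signal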
Target sequence (Q9QUQ5 whole entry, looked up): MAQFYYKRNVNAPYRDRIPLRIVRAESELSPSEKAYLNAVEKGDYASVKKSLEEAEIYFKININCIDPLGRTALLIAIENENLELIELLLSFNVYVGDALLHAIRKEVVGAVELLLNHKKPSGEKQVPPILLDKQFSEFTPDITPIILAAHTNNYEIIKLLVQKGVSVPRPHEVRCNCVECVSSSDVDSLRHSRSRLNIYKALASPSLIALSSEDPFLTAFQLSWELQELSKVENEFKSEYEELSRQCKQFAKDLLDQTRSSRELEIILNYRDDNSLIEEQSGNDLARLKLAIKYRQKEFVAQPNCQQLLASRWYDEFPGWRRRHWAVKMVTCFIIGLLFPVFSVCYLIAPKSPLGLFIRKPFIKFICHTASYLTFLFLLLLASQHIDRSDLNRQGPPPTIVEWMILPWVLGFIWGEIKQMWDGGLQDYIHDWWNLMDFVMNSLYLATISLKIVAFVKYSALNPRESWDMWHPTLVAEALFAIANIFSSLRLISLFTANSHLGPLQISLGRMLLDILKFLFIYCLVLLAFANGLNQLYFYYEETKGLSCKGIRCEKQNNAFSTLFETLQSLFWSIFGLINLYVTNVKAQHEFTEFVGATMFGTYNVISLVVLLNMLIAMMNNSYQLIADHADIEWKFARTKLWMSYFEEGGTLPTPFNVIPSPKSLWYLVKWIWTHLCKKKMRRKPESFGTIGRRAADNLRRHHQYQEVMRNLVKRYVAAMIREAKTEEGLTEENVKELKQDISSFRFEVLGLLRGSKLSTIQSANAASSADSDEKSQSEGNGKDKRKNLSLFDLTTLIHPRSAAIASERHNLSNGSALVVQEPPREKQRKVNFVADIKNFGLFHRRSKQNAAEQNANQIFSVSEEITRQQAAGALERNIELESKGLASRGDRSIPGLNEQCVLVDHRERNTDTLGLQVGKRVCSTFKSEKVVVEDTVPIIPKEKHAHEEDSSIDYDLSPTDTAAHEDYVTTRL
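Material: HEK293 cells with stable TRPC4beta plus mu-opioid receptor expression; probe or stimulus: DAMGO in two steps, submaximal then maximal; technique: Fluo4 calcium fluorescence by kinetic imaging, 5 s 1 Hz baseline; measure: integrated fluorescence ratio relative to baseline, converted to per-well B score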
TRPC4 PAM – allosteric potentiators of mouse TRPC4 channel; Q9QUQ5; HEK293 TRPC4beta/mu-opioid, DAMGO EC20, Fluo-4 Ca2+ flux; hits give high values; B-score at 10 µM; 310,000 tested, 0.42% active; AID 2227;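 active = B-score of calcium response area above 5 SD of library B-scores, with initial fluorescence ratio within 5 SD of library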;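 also: B-score of integrated fluorescence ratio over time as area under calcium response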
TRPC6 inhibitor – blocks the mouse TRPC6 cation channel; Q61143; HEK293-TRPC6, membrane potential dye, ACh-evoked depolarization; hits give low values; AID 2553; B-score at 10 µM; 310,000 tested, 1.1% active;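 active = B-score under library mean minus 3 SD, initial fluorescence not abnormally high, positive integrated signal ratio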;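 also: B-score derived from integrated fluorescence ratio over the kinetic read; more negative B-score means stronger inhibition of depolarization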
MrgX1 ag – agonists of human MrgX1 receptor. AID 588627. 310,000 tested, 0.44% active. MrgX1-HEK293 cells, Fluo-4 calcium fluorescence, agonist mode; hits give high values. B-score at 10 µM. Q96LB2;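 active = calcium response B-score plate-corrected fluorescence ratio at least 3 library SD, with starting fluorescence B-score inside 5 SD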
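Material: MrgX1-expressing HEK293 cells / Dosing: compound as first of three additions / Incubation: overnight seeding, then 1 h dark dye loading / Signal: Fluo-4 NW calcium fluorescence / Evaluation: B-scored fluorescence response ratio / Benchmarks: positive and negative control wells on each plate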
TRPC4 act – activators of mouse TRPC4 channel | HEK293 TRPC4beta/mu-opioid, Fluo4 calcium fluorescence; hits give high values | B-score at 10 µM | 310,000 tested, 0.49% active;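 active = B-score above 5 SD of library B-scores, and initial fluorescence ratio not above library mean plus 5 SD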;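 also: positive B-score marks a calcium rise read as TRPC4 activation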
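Material: HEK293 stable line with TRPC4beta plus mu-opioid receptor; technique: Fluo4 calcium-sensitive dye fluorescence, kinetic, 1 Hz baseline; timing: Fluo4 dye loading 45 min at room temperature, 110 s recording; controls: assay buffer as low control, maximal DAMGO as high control; read-out: integrated baseline-normalised fluorescence ratio, converted to per-well B score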
TMEM16A act – activators or potentiators of mouse TMEM16A chloride channel; 340,000 tested, 0.3% active; AID 623877; HEK293 TMEM16A/YFP-H148Q/I152L, iodide quench fluorescence; hits give low values; B-score at 10 µM;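 active = fluorescence-ratio B-score plate-corrected deviation score at least 3 library SD below zero, with starting fluorescence score within 5 deviations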;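 also: channel opened by trigger with iodide after compound preincubation; score built on the fluorescence ratio of max minus min over baseline; more negative score means more quench and so TMEM16A activation or potentiation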
MrgX1 antagonist – antagonists of human MrgX1 receptor | MRGX1-HEK293 calcium flux, Fluo-4, BAM8-22 antagonism; hits give low values | B-score at 10 µM | 310,000 tested, 1.3% active | Q96LB2;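 active = calcium-response B-score plate-corrected more than 3 library SD below zero, starting fluorescence within 5 deviations, no agonist response on first addition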;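 also: peak minus trough fluorescence over baseline after final BAM8-22 challenge near maximal dose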
TRPC6 activator – activates the mouse TRPC6 cation channel | HEK293-TRPC6 membrane potential dye fluorescence; hits give high values | B-score at 10 µM | 310,000 tested, 0.13% active | AID 2550 | Q61143;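 active = B-score of the integrated fluorescence ratio above library mean plus 3 SD, and starting fluorescence ratio within library mean plus 5 SD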;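 also: higher score means more depolarization so channel activation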
RGS4 block – inhibitors of human RGS4; B-score at 10 µM; AID 463165; 310,000 tested, 0.45% active; HEK293 M3R/RGS4 inducible, Fluo-4 calcium flux; hits give high values; triggered by carbachol at its EC20; P49798;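 active = B-score, a plate-corrected calcium signal, over three deviations above library mean, with baseline fluorescence within five deviations of library mean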;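 also: RGS4 expression induced by doxycycline in cells with stable M3 receptor; B-score is computed from the integrated fluorescence ratio over baseline after carbachol; higher B-score means a larger calcium signal and so more RGS4 inhibition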
MrgX1 PAM – human MrgX1 positive allosteric modulation, primary screen. Q96LB2. MrgX1-HEK293, Fluo-4 calcium flux, FDSS; hits give high values. B-score at 10 µM. 310,000 tested, 0.63% active;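 active = plate-corrected calcium response at least 3 library SD above typical, normal starting fluorescence, not activating the receptor alone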;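 also: compound read alongside a low EC10 to EC30 dose of BAM8-22 agonist; peak minus trough fluorescence over baseline measured at the second addition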
* hit, by the source's call; i = inactive; · = not tested or not shown.

SMILES	ANO1 block	TRPC4 block	TRPC4 PAM	TRPC6 inhibitor	MrgX1 ag	TRPC4 act	TMEM16A act	MrgX1 antagonist	TRPC6 activator	RGS4 block	MrgX1 PAM
CCOc1ccc(C(=O)N2CCCC(c3nc(-c4ccc(C)o4)no3)C2)cc1 (stereo not given)	i	i	i	i	i	i	i	i	i	i	i
COC(=O)[C@@]1(Cc2ccc(F)cc2)[C@H]2c3cc(C(=O)N4CCCC4)n(CCCNc4ncc(C(F)(F)F)cc4Cl)c3C[C@H]2CN1C(=O)c1ccccc1	i	i	i	i	i	i	i	i	i	i	i
Cc1ccc(C(=O)N2CCCC(c3nc4c(nnn4Cc4ccccc4)c(=O)[nH]3)C2)cc1 (stereo not given)	i	i	i	i	i	i	i	i	i	i	i
COC(=O)c1ccc(CN2[C@H](C(=O)OC)C[C@@]3(O)[C@@H](O)[C@@H](O)[C@@H](O)C[C@@H]23)cc1	i	i	i	i	i	i	i	i	i	i	i
CCOC(=O)c1cnc2c(cnn2C)c1Cl	i	i	i	i	i	i	i	i	i	i	i
COc1cc2ccccc2cc1C(=O)OCC(=O)NC1CCS(=O)(=O)C1 (stereo not given)	i	i	i	i	i	i	i	i	i	i	i
C=CCn1c(=O)c(C(=O)NCc2ccc3c(c2)OCO3)c(O)c2ccccc21	i	i	i	i	i	i	i	i	i	i	i
Cc1ccc(N2CC(C(=O)N3CCC(C(=O)Nc4nnc(C(C)(C)C)s4)CC3)CC2=O)cc1 (stereo not given)	i	i	i	i	i	i	i	i	i	i	i
c1ccc(-c2nc3nonc3c3nc4ccccc4n23)cc1	i	i	i	i	i	i	i	i	i	i	i
Cc1ccc2c(c1)N(CC(=O)OC(CC(C)C)C(=O)NC1CCCC1)C(=O)CO2 (stereo not given)	i	i	i	i	i	i	i	i	i	i	i
COc1ccc(CCNC(=O)C2CCN(S(=O)(=O)c3ccc4nc5c(c(C(=O)O)c4c3)CCCC5)CC2)cc1OC	i	i	i	i	i	i	i	i	i	i	i
Cc1ccc(NC(=O)CSc2ncn[nH]2)cc1	i	i	i	i	i	i	i	i	i	i	i
O=C(Nc1ccn(-c2ccccc2)n1)c1ccccc1Br	i	i	i	i	i	i	i	i	i	i	i
COc1ccccc1NC(=O)CSc1n[nH]c(-c2ccccn2)n1	i	i	i	i	i	i	i	i	i	i	i
CC(C)(C)NC(=O)/C(=C\c1ccco1)NC(=O)c1cccs1	i	i	i	i	i	i	i	i	i	i	i
N/C(=N\OC(=O)c1ccco1)c1cccc([N+](=O)[O-])c1	i	i	i	-5.27*	i	i	i	i	i	i	i
O=C1CCCN1CCCN1CC(C(=O)N(CCO)Cc2ccccc2)CCC1=O (stereo not given)	i	i	i	i	i	i	i	i	i	i	i
CC(C)(C)NC(=O)c1cccc(NC(=O)CSc2ccccc2)c1	i	i	i	i	i	i	i	i	i	i	i
CN1CCN(c2sc(S(C)(=O)=O)nc2S(=O)(=O)c2ccc(Cl)cc2)CC1	i	i	i	i	i	i	i	i	i	i	i
CCOc1ccc(NC(=O)CSc2nncc(=O)[nH]2)cc1	i	i	i	i	i	i	i	i	i	i	i
COc1ccc(N2CCN(C(=O)c3ccccc3NS(=O)(=O)c3ccccc3)CC2)cc1	i	i	i	i	i	i	i	i	i	i	i
O=c1oc2ccccc2cc1-c1nc(-c2ccccc2)no1	i	i	i	i	i	i	i	i	i	i	i
COc1ccc(CN(CCc2ccccc2)Cc2ccccc2)cc1OC	i	i	i	i	i	i	i	i	i	i	i
COc1cc(C(=O)N/N=C(\C)Cc2ccccc2)cc(OC)c1OC	i	i	i	i	i	i	i	i	i	i	i
Fc1ccccc1NC(=S)N1CCC(c2ccccc2)C1 (stereo not given)	i	i	i	i	i	i	i	i	i	i	i

The list continues.
SMILES	ANO1 block	TRPC4 block	TRPC4 PAM	TRPC6 inhibitor	MrgX1 ag	TRPC4 act	TMEM16A act	MrgX1 antagonist	TRPC6 activator	RGS4 block	MrgX1 PAM
CN(C)c1ccc(/C=N/NC(=O)c2ccc(CN3C(=O)c4cccc5cccc3c45)cc2)cc1	i	i	i	i	i	i	·	i	i	i	i
Cc1cccc(C(=O)NNC(=O)c2cc3cc4ccccc4nc3s2)c1	i	i	i	i	i	i	i	i	i	i	i
Cc1cccc(C(=O)N2CCc3c([nH]c4ccccc34)C2CC(C)C)n1 (stereo not given)	i	i	i	i	i	i	i	i	i	i	i
CCCc1ccc2oc(C(=O)NCCN3CCCC(O)C3)c(C)c2c1 (stereo not given)	·	i	i	i	·	i	i	·	i	i	·
COc1cc(/C=N/NC(=O)c2ccc(CSc3nncn3C)cc2)cc(OC)c1O	i	i	i	i	i	i	i	i	i	i	i
CC(=O)c1cccc(OCc2cc(C(=O)N(C)C(C)c3ccccn3)no2)c1 (stereo not given)	i	i	i	i	i	i	i	i	i	i	i
CCC1(C)Cc2c(sc(NC(=S)NC(=O)c3ccccc3)c2C#N)CO1 (stereo not given)	i	i	i	i	i	i	i	i	i	i	i
Cn1ccnc1C(=O)c1ccc(N)cc1	i	i	i	i	i	i	i	i	i	i	i
O=C(OCCCN=C1NS(=O)(=O)c2ccccc21)C1CC(=O)N(c2ccc(Cl)cc2)C1 (stereo not given)	i	i	i	i	i	i	i	i	i	i	i
CC(C)(C)NC(=O)C1CCN(C(=O)c2ccc(Br)cc2)CC1	i	i	i	i	i	i	i	i	i	i	i
CCOC(=O)c1[nH]c(C)c(C(=O)NC2CCCCCC2)c1C	i	i	i	i	i	i	i	i	i	i	i
CC1CCc2sc(C(=O)N(C)CC(=O)Nc3cccc(F)c3)cc2C1 (stereo not given)	i	i	i	i	i	i	i	i	i	i	i
CC1=CCC2C(=O)N(c3ccc(Br)cc3C)C(=O)C2C1 (stereo not given)	i	i	i	i	i	i	i	i	i	i	i
Nc1cccc(P(=O)(c2ccccc2)c2ccccc2)c1	i	i	i	i	i	i	i	i	i	i	i
CN(C)S(=O)(=O)c1ccc(N2CCCC2)c(C(=O)Nc2nc(-c3cc(F)ccc3F)cs2)c1	i	i	i	i	i	i	i	i	i	i	i
CCCS(=O)(=O)N1CCCC(C(=O)NC2CCCC(C)C2C)C1 (stereo not given)	i	i	i	i	i	i	i	i	i	i	i
O=C(NCCc1c[nH]c2ccccc12)c1cccc(Br)c1	i	i	i	i	i	i	i	i	i	i	i
O=C(O)c1ccc2c(c1)C(=O)N(CCc1c[nH]c3ccccc13)C2=O	i	i	i	i	i	i	i	i	i	i	i
COc1ccc2oc(C(=O)OCC(=O)Nc3ccc(NC(C)=O)cc3)c(C)c2c1	i	i	i	i	i	i	i	i	i	i	i
COc1cccc(C(C(=O)NC(C)(C)C)N(Cc2ccco2)C(=O)CCC(=O)Nc2cc(C)on2)c1OC (stereo not given)	i	i	i	i	i	i	i	i	i	i	i
COC(=O)c1ccc(NC(=O)Cn2nc(C(=O)Nc3ccc(C)cc3)ccc2=O)cc1	i	i	i	i	i	i	i	i	i	i	i
NC(=O)COc1ncnc2scc(-c3ccc(F)cc3)c12	i	i	i	i	i	i	i	i	i	i	i
O=S(=O)(NCCc1ccc2c(c1)OCCO2)c1cccs1	i	i	i	i	i	i	i	i	i	i	i
CC1COc2ccccc2N1S(=O)(=O)c1ccc(Cl)cc1 (stereo not given)	i	i	i	i	i	i	i	i	i	i	i
CC(C)(C)OC(=O)N1CCC[C@H]1c1nnc(SCc2ccc(Cl)cc2)o1	i	i	i	i	i	i	i	i	i	i	i

Carrying on.
SMILES	ANO1 block	TRPC4 block	TRPC4 PAM	TRPC6 inhibitor	MrgX1 ag	TRPC4 act	TMEM16A act	MrgX1 antagonist	TRPC6 activator	RGS4 block	MrgX1 PAM
C=CCn1c(CCn2c3ccccc3c3ccccc32)n[nH]c1=S	i	i	i	i	i	i	i	i	i	i	i
Cc1nnc(SCc2ccc(CSc3nnc(C)c(=O)[nH]3)cc2)[nH]c1=O	i	i	i	i	i	i	i	i	i	i	i
CCOCCCNC(=O)C(NC(=O)Cc1cccs1)c1ccc(Cl)cc1 (stereo not given)	i	i	i	i	i	i	i	i	i	i	i
O=C(CN1C(=O)C2C3C=CC(C3)C2C1=O)NCCN1CCCc2ccccc21 (stereo not given)	i	i	i	i	i	i	i	i	i	i	i
C[N+]1(CN2C(=O)C3C4C=CC(C4)C3C2=O)CCCCC1 (stereo not given)	i	i	i	-5.56*	i	i	i	i	i	i	i
CC(C)c1nc(NCc2ccccc2)c(C#N)c2c1CCCC2	i	i	i	i	i	i	i	i	i	i	i
COCCNC(=O)NC(=O)COC(=O)C12CC3CC(CC(NC(C)=O)(C3)C1)C2	i	i	i	i	i	i	i	i	i	i	i
CN1CCN(C2=Cc3ccccc3Sc3cc(F)c(F)cc32)CC1	i	i	i	i	i	i	i	i	i	i	i
Nn1c(SCC(=O)Nc2ccccc2F)nnc1-c1cccnc1	i	i	i	i	i	i	i	i	i	i	i
CCOc1ccc(C(C)C)cc1S(=O)(=O)n1nc(C)cc1C	i	i	i	i	i	i	i	i	i	i	i
O=c1cc(O)c2sc(Nc3ccc(F)cc3)nc2[nH]1	i	i	i	i	i	i	i	i	i	i	i
Clc1cnc(N/N=C/c2ccco2)c(Cl)c1	i	i	i	i	i	i	i	i	i	i	i
CC1CCN(CCCNC(=O)c2ccc3c(=O)n(Cc4ccc(Cl)cc4)c(=S)[nH]c3c2)CC1	i	i	i	i	i	i	i	i	i	i	i
COCCOC(=O)C(C#N)c1nc2ccccc2nc1N1CCN(Cc2ccccc2)CC1 (stereo not given)	i	i	i	-6.17*	i	i	i	i	i	i	i
C=CCn1c(SCC(=O)NCCOC)nc2scc(-c3ccco3)c2c1=O	i	i	i	i	i	i	i	i	i	i	i
COc1ccc(S(=O)(=O)N2CCCCC2)cc1NC(=O)c1ccc([N+](=O)[O-])o1	i	i	i	i	i	i	i	i	i	i	i
c1ccc2ncc(-n3cnnn3)cc2c1	i	i	i	i	i	i	i	i	i	i	i
CCCc1ccc(OCC(=O)NNC(=O)c2cccnc2)cc1	i	i	i	i	i	i	i	i	i	i	i

Compound activity (PubChem)

No enrichment for hits. About 5.8% of those tested had a hit in this group.
